Screening data as filed in PubChem BioAssay.
NADH coupling = inhibitors of PK/LDH coupling enzymes, profiling panel, artefact control, biochemical, MLSMR library. 65,000 compounds, 0.02% hits. IC50, µM (series often up to 10 µM), inactives show top-dose inhibition. coupled PK/LDH NADH assays, four targets;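 active = single-dose screening hits from any of four coupled enzyme assays that gave an IC50 when retested across doses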;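 note: the DPM-DC format reads NADH fluorescence rather than 340 nm absorbance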
TNAP act mid DEA = human TNAP enzyme activators, primary screen, biochemical, luminescent, intermediate phosphate acceptor level; purified TNAP, CDP-star luminescence, 100 mM DEA, 30 min; active compounds read high; scale: 0 levamisole-inhibited, 1 vehicle-only enzyme; 64,000 tested, under 10 active; Alkaline phosphatase, tissue-nonspecific isozyme (Homo sapiens), P05186; activation factor at 20 µM;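 active = activation factor of at least 2 at 20 µM, relative to controls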
Target sequence (P05186 whole entry, looked up): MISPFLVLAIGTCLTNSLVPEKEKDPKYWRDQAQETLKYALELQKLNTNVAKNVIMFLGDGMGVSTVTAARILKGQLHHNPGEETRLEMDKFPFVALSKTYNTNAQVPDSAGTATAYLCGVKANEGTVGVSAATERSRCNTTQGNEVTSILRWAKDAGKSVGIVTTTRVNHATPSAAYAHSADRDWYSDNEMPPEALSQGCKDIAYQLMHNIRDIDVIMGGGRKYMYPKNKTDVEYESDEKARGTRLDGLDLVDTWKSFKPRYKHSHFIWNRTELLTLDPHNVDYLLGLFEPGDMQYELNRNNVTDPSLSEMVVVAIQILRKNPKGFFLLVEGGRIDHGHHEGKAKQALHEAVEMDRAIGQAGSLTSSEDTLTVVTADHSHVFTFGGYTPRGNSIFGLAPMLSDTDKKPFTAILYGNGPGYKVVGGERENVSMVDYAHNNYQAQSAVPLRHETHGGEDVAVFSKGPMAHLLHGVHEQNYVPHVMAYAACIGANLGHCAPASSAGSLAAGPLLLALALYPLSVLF
RORa activator = activators of orphan receptor RORA, primary screen, cell-based, luminescence | Nuclear receptor ROR-alpha (Homo sapiens), P35398 | CHO-K1 Gal4-RORA LBD luciferase reporter; percent increase over mock-subtracted basal signal | activation, % at 10 µM | 65,000 compounds, 1.5% hits | AID 560, 2006;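 active = activation above the mean of all tested compounds plus 3 SD, cut at about 49% in these data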;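 note: 0% = DMSO-treated RORA cells and 100% = added signal equal to DMSO minus mock-transfected cells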
5HT1a ag = human 5-HT1a receptor agonists, primary screen, cell-based, CHO, Ga15 NFAT-bla reporter. 5-hydroxytryptamine receptor 1A (Homo sapiens), P08908. CHO 5-HT1a Ga15 NFAT-bla reporter, FRET ratio; 0% basal, 100% maximal reference agonist. activation, % at 10 µM. 65,000 compounds, 0.56% hits;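 active = activation above the screen-wide mean activation plus 3 SD, cut at about 19% in these data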;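 note: 0% = DMSO wells and 100% = 5-CT at EC100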
5-HT1A blocker = human 5-HT1a receptor antagonists, primary screen, cell-based, CHO, Ga15 NFAT-bla reporter; 5-hydroxytryptamine receptor 1A (Homo sapiens), P08908; CHO 5-HT1a Ga15 NFAT-bla reporter, antagonist mode; inhibition, % at 10 µM; 62,000 compounds, 0.68% hits;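 active = inhibition above the mean of all tested compounds plus 3 SD, cut at about 43% in these data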;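 note: receptor stimulated by 5-CT agonist at 100 nM near EC80; beta-lactamase reporter measured by ratiometric fluorescence of a cleavable substrate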
SF1 activator = activators of human SF-1, primary screen, cell-based, CHO-K1, Gal4-SF-1 LBD, luciferase luminescence; Steroidogenic factor 1 (Homo sapiens), Q13285; CHO-K1 Gal4-SF-1 LBD luciferase reporter; % increase over DMSO SF-1-specific signal; activation, % at 10 µM; 65,000 compounds, 1.9% hits;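 active = activation above the mean activation of all tested compounds plus 3 SD, cut at about 50% in these data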
Target sequence (Q13285 whole entry, looked up, the tested form may be a part): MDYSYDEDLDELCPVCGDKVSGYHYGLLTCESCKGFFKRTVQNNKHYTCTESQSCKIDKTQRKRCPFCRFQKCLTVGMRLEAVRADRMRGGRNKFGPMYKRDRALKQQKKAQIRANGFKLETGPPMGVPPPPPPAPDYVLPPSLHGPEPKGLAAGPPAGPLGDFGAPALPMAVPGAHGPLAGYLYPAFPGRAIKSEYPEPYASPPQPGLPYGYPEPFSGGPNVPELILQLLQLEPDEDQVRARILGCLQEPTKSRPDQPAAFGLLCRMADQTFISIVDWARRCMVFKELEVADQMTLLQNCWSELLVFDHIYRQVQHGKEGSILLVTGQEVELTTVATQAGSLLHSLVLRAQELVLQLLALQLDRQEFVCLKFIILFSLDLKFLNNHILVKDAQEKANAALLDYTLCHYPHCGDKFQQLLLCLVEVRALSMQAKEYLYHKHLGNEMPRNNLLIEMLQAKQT
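Test system: CHO-K1 cells with Gal4–hSF-1 LBD chimera plus Gal4-driven luciferase; Input: 4,000 cells/well; Compound: 10 µM only; Times: 20 h compound treatment, 37 °C; Measured by: steady-glow luciferase luminescence, read after 15 min reagent incubation; Measure: percent activation versus DMSO; Control set: DMSO and mock-transfected background; Replicates: one test per compound.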
Abs 340nm = compound light absorbance at 340 nm, profiling panel, artefact control, biochemical, MLSMR library, data from PS, PMK, MK assays; compound absorbance at 340 nm, fold over control; fold change at 10 µM; 65,000 tested, under 10 active;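 active = at 10 µM dose, initial 340 nm absorbance at least 2 fold that of control wells; inactive = change under 2 fold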;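 note: initial absorbance extrapolated from kinetic A340 decline of NADH oxidation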
Autofluor 339 = intrinsic fluorescence of library compounds, ex339/em460 – biochemical, MLSMR library, data from DPM-DC assay, artefact control, profiling panel; compound autofluorescence, ex339/em460 nm, NADH buffer; active compounds read high; 1 = no-compound wells, NADH background; fluorescence fold increase at 10 µM; 65,000 compounds, 5.5% hits; AID 709, 2007;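 active = at 10 µM, mean starting fluorescence two-fold or more over control wells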;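 note: signal is the first read of a kinetic run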
MMP13 inh = human MMP13 inhibitors, primary screen, biochemical, FRET peptide cleavage; MMP-13 fTHP FRET cleavage, Mca fluorescence; Collagenase 3 (Homo sapiens), P45452; inhibition, % at 4 µM; AID 570, 2006; 65,000 compounds, 0.07% hits;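 active = inhibition above the mean of compound-free control plate wells plus 3 SD, cut at about 14% in these data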;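 note: 0% = DMSO wells and 100% = wells with reference MMP-13 inhibitor after basal subtraction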
An asterisk follows results filed as active; i = inactive; . = not tested or not shown; [ ] = remark or other dose.

Sample of the layout:
| SMILES | RORa activator | Autofluor 339 | SF1 activator | MMP13 inh | TNAP act mid DEA | 5HT1a ag | 5-HT1A blocker | Abs 340nm | NADH coupling |
| --- | --- | --- | --- | --- | --- | --- | --- | --- | --- |
| Cc1ccccc1OCC1Cn2c(nc3c2c(=O)[nH]c(=O)n3C)O1 (configuration not stated) | -2 | 1.1 | -4 | 1 | 0.9 | -3.9 | -2 | 1 | 5% |
| O=C(CCC(=O)N1CCc2ccccc21)N1CCc2ccccc21 | -41 | 1.1 | -11 | -1 | 0.9 | -2.8 | 14 | 1.1 | 1% |

Main list, from the start:
| SMILES | RORa activator | Autofluor 339 | SF1 activator | MMP13 inh | TNAP act mid DEA | 5HT1a ag | 5-HT1A blocker | Abs 340nm | NADH coupling |
| --- | --- | --- | --- | --- | --- | --- | --- | --- | --- |
| Cc1ccccc1OCC1Cn2c(nc3c2c(=O)[nH]c(=O)n3C)O1 (configuration not stated) | -2 | 1.1 | -4 | 1 | 0.9 | -3.9 | -2 | 1 | 5% |
| O=C(CCC(=O)N1CCc2ccccc21)N1CCc2ccccc21 | -41 | 1.1 | -11 | -1 | 0.9 | -2.8 | 14 | 1.1 | 1% |
| CC(c1ccccc1)C1CC(=O)N(c2ccc(C(=O)O)cc2)C1=O (configuration not stated) | -18 | 1 | -6 | 4 | 1 | -0.8 | 4 | 1.1 | 1% |
| COc1ccc(OC)c(NC(=O)CS(=O)(=O)c2ccccc2)c1 | -13 | 1 | 1 | 2 | 0.9 | -1.2 | 0 | 0.99 | 2% |
| O=C(CN1C(=O)CCS(=O)(=O)c2ccccc21)NCc1ccc(F)cc1 | -5 | 1 | -1 | -2 | 0.9 | -2.1 | -7 | 1 | 2% |
| Cc1ccc2oc(=O)c3cnn(CC(=O)NC4CCC(C)CC4)c3c2c1 (configuration not stated) | -8 | 1.1 | -3 | 1 | 1 | 2.7 | 3 | 1 | 6% |
| CC(C)(C)NC(=O)C(c1ccncc1)N(C(=O)c1csnn1)C1CC1 (configuration not stated) | -25 | 1.1 | 6 | 1 | 0.9 | -0.5 | -1 | 1 | 8% |
| COc1ccc2oc(C)c(NC(C)=O)c2c1 | 18 | 1.1 | -13 | -4 | 0.9 | -3.2 | 1 | 1 | 8% |
| CCn1c(=O)cc(OCC(=O)N2CCN(c3cccc(C(F)(F)F)c3)CC2)c2ccccc21 | -2 | 1.1 | 6 | -2 | 1 | 1.3 | -2 | 1 | 3% |
| N#Cc1nc(-c2cccs2)oc1NCc1ccccc1 | -13 | 2.4* | 12 | i[fluorescence artefact?] | 0.8 | -3.1 | . | 1.1 | 2%[fluoresces] |
| COc1ccc(S(=O)(=O)N(CC(=O)NCC2CCCO2)c2ccccc2)cc1OC (configuration not stated) | -1 | 1.1 | 7 | -4 | 0.9 | -0.4 | 6 | 1 | 2% |
| CCc1nc(SC)[nH]c(=O)c1C | -9 | 1.1 | 4 | 4 | 0.9 | -1.7 | 3 | 0.96 | 9% |
| COCCCn1nnnc1SCC(=O)Nc1nc(C)c(C)s1 | 17 | 1 | 22 | -8 | 0.9 | -2.4 | -1 | 1 | 1% |
| Cc1cccc(NC(=O)CSc2nnc(CCCCCNC(=O)OC(C)(C)C)o2)c1C | 1 | 1.2 | 9 | 4 | 1 | -1.5 | 21 | 1 | 6% |
| O=C(COc1ccc(F)cc1)NCC1CCCO1 (configuration not stated) | -11 | 1.1 | 4 | 0 | 0.9 | -0.7 | 7 | 1 | 9% |
| Cc1ccc(S(=O)(=O)c2cc3c(=O)n4ccccc4nc3n(C)c2=N)cc1 | -23 | 1.9 | 1 | -311[fluorescence artefact?] | 0.9 | 17 | . | 0.99 | 13% |
| COC(=O)c1ccc(CSc2nnc(Nc3ccccc3OC)s2)o1 | -14 | 1.1 | 8 | -13 | 1 | -5.7 | 11 | 1 | 5% |
| CCC(Oc1ccccc1)C(=O)Nc1ccc(S(=O)(=O)NCC2CCCO2)cc1 (configuration not stated) | -22 | 1.2 | 16 | 0 | 1 | -1.0 | -42 | 0.99 | 4% |
| CCCCNC(=O)c1cnc2n(c1=O)CCS2 | -3 | 1.1 | 11 | -4 | 0.9 | -0.8 | -6 | 1 | 1% |
| CCCC1CCC(c2nc(-c3cccnc3)no2)CC1 (configuration not stated) | -6 | 1.1 | -6 | 3 | 0.9 | 0.5 | -10 | 1 | 7% |
| COc1cc(OC)cc(C(=O)NCCSCc2ccco2)c1 | 2 | 1.1 | 6 | 1 | 1 | 0.0 | 7 | 1 | 6% |
| COc1cccc(NC(=O)NC2(C(F)(F)F)Oc3ccccc3O2)c1 | -7 | 1 | 0 | 7 | 0.9 | -2.7 | 26 | 1 | 2% |
| c1ccc(N=P(N2CCOCC2)(N2CCOCC2)N2CCOCC2)cc1 | -19 | 1.1 | -10 | 1 | 1.1 | -3.0 | -3 | 0.99 | 5% |
| O=C1C=C(NCc2ccco2)C2(CCCCC2)O1 | -15 | 0.99 | 2 | 1 | 0.9 | -1.6 | 2 | 0.99 | 1% |
| Cc1nc2ccccc2nc1N1CCCCC1 | -9 | 1.2 | 19 | 0 | 0.9 | -3.4 | 1 | 1 | 3% |
| CC1Cc2ccccc2N1Cc1nc2scc(-c3cccs3)c2c(=O)[nH]1 (configuration not stated) | 14 | 1.1 | 1 | 4 | 0.9 | 0.6 | 8 | 1.1 | 3% |
| CC1(C)Cc2c(sc3nc(SCC(=O)N4CCOCC4)nc(N)c23)CO1 | 12 | 1.2 | 8 | 6 | 0.9 | 0.5 | 6 | 1 | 3% |
| CCCCN(CC)CCNc1c(NC2CCN(C(=O)OCC)CC2)c(=O)c1=O | 6 | 1.1 | 2 | 4 | 1 | -0.7 | -10 | 0.98 | 7% |
| O=C(CSc1ccccc1C(=O)O)NCc1ccco1 | 7 | 1.1 | 6 | -2 | 0.9 | -0.9 | -2 | 1 | 6% |
| COc1ccc(S(=O)(=O)N(C)CC(=O)NC2CCCCC2)cc1OC | -8 | 1.1 | 4 | -1 | 0.9 | 0.4 | -7 | 1.1 | 6% |
| O=C(Nc1ccccc1-c1nc2ccccc2s1)c1ccco1 | -9 | 1.2 | -11 | -2 | 0.9 | 0.3 | 12 | 1.1 | 0% |
| CC(C)CN1C(=O)NC(NC(=O)c2cccs2)(C(F)(F)F)C1=O (configuration not stated) | -15 | 1.1 | 6 | 3 | 0.9 | -5.6 | 0 | 0.98 | 6% |
| CCOC(=O)c1cccc(NC(=O)CCS(=O)(=O)c2cccs2)c1 | -18 | 1.1 | 9 | -3 | 0.9 | -1.8 | -11 | 1 | 2% |
| O=C(C1CCCO1)N1CCN(S(=O)(=O)c2cccc3nsnc23)CC1 (configuration not stated) | -16 | 1.1 | -2 | 3 | 1.1 | -0.2 | -10 | 1 | 4% |
| Cc1cc(-n2c(C)cc(C(=O)CSc3nnnn3-c3ccc(Cl)cc3)c2C)no1 | -11 | 1 | 0 | 2 | 0.9 | -2.7 | 12 | 1 | 3% |
| CCNC(=O)CC1C(=O)N(c2ccc(F)cc2)C(=O)N1CCc1ccc(OC)cc1 (configuration not stated) | -8 | 1.1 | -3 | 3 | 0.9 | 0.9 | -2 | 0.96 | 7% |
| CCCOc1ccc2oc(=O)c3c(c2c1)CCCN3C(=O)CN(C)Cc1ccccc1 | -1 | 1.7 | -13 | -11 | 0.9 | -1.5 | 5 | 1 | 4% |
| CN1CCc2c(sc3c2c(=O)n(-c2ccccc2)c2nncn32)C1 | -4 | 1.3 | -5 | -3 | 0.9 | -1.3 | 6 | 1.1 | 9% |
| COc1ccc(CCNC(=O)c2cccnc2)cc1OC | 7 | 1 | 1 | 2 | 0.9 | -3.1 | 0 | 1 | 1% |
| COc1ccccc1NC(=O)C1CCCN(S(=O)(=O)c2cccc3nsnc23)C1 (configuration not stated) | -10 | 1.2 | -9 | 4 | 0.9 | -3.1 | 1 | 1.1 | 0% |
| Cc1ccc(N(C(C)C(=O)Nc2ccccc2C(=O)N2CCOCC2)S(C)(=O)=O)cc1C (configuration not stated) | 11 | 1.1 | 16 | 5 | 0.9 | 0.2 | -6 | 1 | 6% |
| COc1ccc(C(C)C)cc1S(=O)(=O)N1CCN(C)CC1 | 8 | 1 | -9 | 3 | 1 | 1.7 | -19 | 1 | 4% |
| COCCn1c(Cc2ccccc2)nnc1SCC(=O)NC(C)(C)C | -13 | 1.1 | -6 | -2 | 1 | -0.2 | 1 | 1 | 1% |
| COc1cc(N)c(Cl)cc1NC(=O)c1ccccc1 | -6 | 1.1 | -8 | 2 | 0.9 | -1.9 | -16 | 1.1 | 4% |
| CCOC(=O)c1sc(NC(=O)COC(=O)c2ccco2)nc1C | 10 | 1.1 | -8 | 4 | 1 | -2.1 | -13 | 1.1 | 7% |
| Cc1c(C(=O)NCc2ccc3c(c2)OCO3)oc2ccc(S(=O)(=O)N3CCCC3)cc12 | 31 | 1.1 | 1 | 13 | 1 | 2.9 | -5 | 1.1 | 4% |
| O=C1CC(N2CCC(O)(c3ccc(Cl)cc3)CC2)C(=O)N1 (configuration not stated) | 5 | 1.1 | 0 | 7 | 1.1 | -1.2 | -6 | 1 | 3% |
| Cc1ccccc1NC(=O)c1c(O)c2cccc3c2n(c1=O)CCC3 | -7 | 1.3 | 10 | 2 | 0.9 | -3.8 | -8 | 1 | 6% |
| CCOC(=O)c1c(-c2ccsc2)csc1N | 14 | 1.1 | 2 | 3 | 0.9 | -0.6 | 3 | 0.94 | 9% |
| COc1cc(OC)c(NC(=O)c2c(-c3ccccc3)noc2C)cc1Cl | -20 | 1.1 | -8 | -5 | 0.8 | 2.7 | -2 | 1 | 5% |
| CCOc1ccc2oc(-c3ccccc3)c(C(=O)N3CCN(C)CC3)c2c1 | -4 | 2.2* | -13 | -71[fluorescence artefact?] | 1 | -7.4 | 3 | 1.1 | 0%[fluoresces] |
| Cc1ccc(Cn2c(Sc3nccc(C)n3)nc3c2c(=O)[nH]c(=O)n3C)cc1 | -10 | 1.1 | 8 | 2 | 0.9 | 0.4 | -4 | 1 | 2% |
| O=C(CC1(C(F)(F)F)OCCO1)Nc1ccc2c(c1)OCO2 | 9 | 1.1 | 5 | 0 | 1 | -5.0 | 8 | 1 | 5% |
| Cc1csc2ncc(C(=O)N3CCc4ccccc43)c(=O)n12 | -15 | 1.1 | 12 | 4 | 0.9 | -4.0 | -9 | 1.1 | 4% |
| Cc1nn(-c2ccccn2)c2c1C(c1ccsc1)C1=C(CCCC1=O)N2 (configuration not stated) | -4 | 4.9* | 9 | -30 | . | 2.2 | -6 | 1.1 | 5%[fluoresces] |
| CCc1[nH]nc2c1C(c1cccc(OC(=O)N3CCOCC3)c1)C(C#N)=C(N)O2 (configuration not stated) | 5 | 1 | 12 | -4 | 0.9 | -0.7 | -1 | 0.99 | 2% |
| CC(C)(Oc1ccc(-c2ccco2)cc1)C(=O)O | -11 | 1.1 | -4 | 0 | 0.9 | -3.3 | -2 | 1 | 3% |
